# Screening data: PubChem BioAssay, several laboratories
# M. tuberculosis GlmU – inhibition of mycobacterial GlmU enzyme – biochemical, glucosamine-1-phosphate acetyltransferase (AID 1376); Bifunctional protein GlmU (Mycobacterium tuberculosis (strain ATCC 25618 / H37Rv)); M. tuberculosis GlmU acetyltransferase enzyme assay; higher % means a stronger effect; inhibition, %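 (tested at 30 µM in the primary screen)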, or IC50 in µM where a hit was titrated; 220,000 tested, 0.25% active; in the data active means inhibition above about 13%;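 further: 0% = complete reaction with vehicle and 100% = reaction without substrate; strong numbers were not always called active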
# Mtb RmlCD inh – M. tuberculosis RmlC/RmlD coupled enzyme inhibitors, primary screen, biochemical, compound mixtures, 384-well, from 1536-well plates. 160,000 tested, 0.03% active. dTDP-4-dehydrorhamnose reductase (Mycobacterium tuberculosis (strain ATCC 25618 / H37Rv)) …. RmlC+RmlD coupled enzyme assay, percent inhibition; primary screen in compound mixtures. inhibition, % at 3.6 µM; in the data active means inhibition mostly above about 34%, no sharp cut-off; further: some results filed as inactive read as strong as hits
# Target sequence (P9WH09 whole entry, looked up): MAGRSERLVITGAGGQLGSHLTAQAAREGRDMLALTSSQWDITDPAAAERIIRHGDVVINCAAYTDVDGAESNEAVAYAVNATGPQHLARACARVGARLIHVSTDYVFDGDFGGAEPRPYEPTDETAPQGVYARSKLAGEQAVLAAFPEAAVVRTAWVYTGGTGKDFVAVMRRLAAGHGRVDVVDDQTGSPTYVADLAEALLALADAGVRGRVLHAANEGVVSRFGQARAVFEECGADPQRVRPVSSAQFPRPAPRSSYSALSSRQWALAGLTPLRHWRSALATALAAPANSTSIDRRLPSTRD
# Target sequence (P9WH11 whole entry, looked up): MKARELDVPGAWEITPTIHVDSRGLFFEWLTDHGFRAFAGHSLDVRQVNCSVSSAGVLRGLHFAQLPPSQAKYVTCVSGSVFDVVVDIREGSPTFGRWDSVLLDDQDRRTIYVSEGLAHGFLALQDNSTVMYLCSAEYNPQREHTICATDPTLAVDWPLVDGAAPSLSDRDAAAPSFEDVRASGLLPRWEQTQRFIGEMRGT
# The depositor's hits bear a star; . = no result given. Some of the compounds tested (hit frequency here may not be typical).
canonical_smiles | M. tuberculosis GlmU | Mtb RmlCD inh
COc1ccc(Cn2c(O)cc(=O)[nH]c2=O)cc1 | -0.4% | 21
CCN(CC)c1ccc(NC(=O)C(C)C)cc1 | 4.1% | -5
O=C(CCCN1C(=O)C2CCCCN2C1=O)N1CCN(c2ccc([N+](=O)[O-])cc2)CC1 (stereo not given) | 2.3% | 2
N#C/C(=C\c1cccc(Cl)c1)C(=O)c1ccccc1 | 1.2% | .
Cc1ccc(Cn2ccc(NC(=O)c3cc(C)on3)n2)cc1 | -2.4% | 5
CC(=O)N=c1sccn1CC(=O)c1ccc([N+](=O)[O-])cc1 | 6.2% | 0
Fc1ccc(CN2CCCN(C(=S)Nc3ccc(F)cc3)CC2)cc1 | -0.2% | 6
Cc1cc(C)nc(S/C=C/C(=O)c2ccccc2)n1 | -1.1% | -2
Cc1cc(C)c(NC(=S)N(CCN(C)C)Cc2cccs2)c(C)c1 | -3.7% | -1
Cc1oc2c(C)c3oc(=O)c4c(c3cc2c1C)CCCC4 | 1.5% | 4
CCn1c(N2CCN(C(=S)NCC(C)C)CC2)nc2ccccc21 | -0.3% | 6
COc1ccc(OCC(O)CNC(=O)c2c(-c3ccccc3)noc2C)cc1 (stereo not given) | -1.3% | 0

# Continuation:
canonical_smiles | M. tuberculosis GlmU | Mtb RmlCD inh
CCOc1ccc(CSC(=N)N)cc1 | -9.2% | .
CCC(=O)Nc1nnc(-c2cccs2)s1 | -1.9% | 48
CCc1cccc(Nc2c([N+](=O)[O-])cc(C(=O)N3CC(=O)Nc4ccccc43)cc2[N+](=O)[O-])c1 | -5.4% | -9
Cn1c(SCC(=O)NC2CCCC2)nnc1-c1ccc(S(=O)(=O)N2CCOCC2)cc1 | 1.7% | -8
Cc1ccc(N=C2NC(=O)/C(=C/c3cccnc3)S2)cc1C | -1.6% | 4
COc1ccc(N(CC(=O)NCc2ccccc2)S(C)(=O)=O)cc1 | 8.1% | 1
CCn1ccc(C(=O)Nc2ccc(N(C)C(C)=O)cc2)n1 | 0.6% | 10
Cc1ccc(-c2noc(CN3C(C)CCCC3C)n2)cc1 (stereo not given) | 2.2% | 15
CCCCCNC(=O)C1CC(=O)OC12CCCCC2 (stereo not given) | 0.9% | -12
COc1ccc(C(NC(=O)C(C)C)c2ccc3cccnc3c2O)cc1 (stereo not given) | -4.7% | 13
O=C(CN(Cc1cccs1)C(=O)CNS(=O)(=O)c1ccccc1)NCc1ccco1 | 9.4% | 61
O=C(NNC(=O)c1cc(-c2ccccc2)n(-c2ccccc2)n1)c1cccc([N+](=O)[O-])c1 | -3.5% | 7

# (list continues)
canonical_smiles | M. tuberculosis GlmU | Mtb RmlCD inh
COCC(=O)Nc1nc(-c2ccccc2)c(C)s1 | 3.3% | .
COc1ccc(/C=C/C(=O)C23CC4CC(CC(C4)C2)C3)cc1CN1CCOCC1 | -1.3% | .
CC(=O)c1cccc(NC(=O)CN(c2ccc(F)cc2)S(C)(=O)=O)c1 | -1.7% | -7
COc1ccc(Cn2cc(C(=O)O)c(=O)c3ccccc32)cc1 | -5.0% | -5
CCNc1nc(NCC)nc(Oc2ccc(OCc3ccccc3)nn2)n1 | -7.0% | 0
CCCn1c(N2CCN(CC(=O)NCc3cccs3)CC2)nc2ccccc21 | 7.0% | 21
C[C@@H]1CC=C[C@H]2[C@H]1C(=O)N(Cc1ccccc1)[C@H]2c1ccc(F)c(-c2ccc(N(C)C)cc2)c1 | 2.3% | .
COc1ccc(-c2nnnn2CCc2ccccc2)cc1 | -1.3% | 15
OC(COc1ccc2cc(Br)ccc2c1)CN1CCOCC1 (stereo not given) | 0.6% | 7
COc1ccc(C(O)c2nc3ccccc3n2C(C)C)cc1 (stereo not given) | 4.4% | .
C/C(=N\Nc1ccc([N+](=O)[O-])cc1[N+](=O)[O-])C(C)C(C)C (stereo not given) | -5.3% | .
CN1CCN(CC(=O)Nc2cccc([N+](=O)[O-])c2)CC1 | -5.3% | .

# Carrying on:
canonical_smiles | M. tuberculosis GlmU | Mtb RmlCD inh
Cc1ccc(N2CC(O)=C(c3nc4ccccc4c(=O)[nH]3)C2=N)cc1C | -9.1% | 6
CNS(=O)(=O)c1ccc(NC(=S)Nc2ccc3c(c2)OCO3)cc1 | 2.1% | 3
O=C(NC(=S)NNC(=O)c1cccs1)c1ccc(Br)o1 | 5.0% | 5
O=C1CC(N2CCC(c3nc4ccccc4o3)CC2)C(=O)N1c1ccc(F)cc1 (stereo not given) | -7.8% | -5
CCOC(=O)C1(CCOC)CCN(C(=O)c2sccc2C)CC1 | -4.1% | -3
Cc1nonc1NC(=O)OCCN1CCOC1=O | 5.8% | .
CC1=C(C(=O)OCCNC(=O)c2ccccc2O)C(c2ccccc2[N+](=O)[O-])C(C(=O)OCC2CCCO2)=C(C)N1 (stereo not given) | 7.3% | .
CC(=O)c1c(C(C)=O)c(C)n(-c2nc(-c3ccccc3)c(C)s2)c1C | -4.7% | -11
CCCCN(CCCC)CCCNC(=O)C12CN(Cc3ccccc3)CC1C(c1cccc([N+](=O)[O-])c1)=NO2 (stereo not given) | -5.5% | -8
N#Cc1ccc(NCCc2ccccn2)c([N+](=O)[O-])c1 | 7.3% | -10
Cc1ccc(NC(=O)NC2CCN(S(=O)(=O)c3ccc(F)cc3)CC2)cc1 | 0.0% | .
COP(C)(=O)c1c(C)nn(-c2ccccc2)c1C (stereo not given) | 3.9% | 5

# Remaining list, next part
canonical_smiles | M. tuberculosis GlmU | Mtb RmlCD inh
CCc1ccc(NC(=O)C2CC(=O)N(C(C)C)C2)cc1 (stereo not given) | 6.4% | 4
C=C(Br)Cn1c(CCCC)nc2ccccc21 | -0.1% | .
CCOC(=O)c1c(NC(=O)C2CC2)sc(C)c1CC | -1.0% | -9
COc1cc(OC)cc(C(=O)Oc2ccc(/C=N/Nc3nc4ccccc4s3)cc2OC)c1 | 8.1% | 4
O=c1[nH]nc(-c2cccs2)c2ccccc12 | 0.5% | 6
Cc1cccc(OCC(=O)NCC(=O)N/N=C/c2ccc([N+](=O)[O-])cc2)c1 | 3.8% | -13
CCOc1ccc(-c2nnn(CC(=O)NCc3ccco3)n2)cc1OCC | 1.6% | .
NC(=O)c1c(NC(=O)C2CCCO2)sc2c1CCCC2 (stereo not given) | -1.2% | 5
COc1ccc(OC)c(NC(=O)CN2C(=O)C3(OCCCO3)c3ccccc32)c1 | 5.6% | -8
O=C(NCC1CCCO1)c1cc(-c2ccccc2)nc2ccccc12 (stereo not given) | -3.5% | 8
C=CCn1c(Cn2nnc3ccccc32)nnc1SCC(=O)N/N=C/c1cc(Br)cc(OC)c1O | 0.1% | -10
CC1CC(C)CN(c2oc(Cc3ccccc3)nc2C#N)C1 (stereo not given) | 6.2% | -7

# The listing continues.
canonical_smiles | M. tuberculosis GlmU | Mtb RmlCD inh
O=C(Nc1ccccc1)OCc1cnc(Cl)s1 | -1.7% | -34
CCCC(=O)Nc1ccccc1-c1nnc(SC)[nH]c1=O | -5.2% | -7
S=C1NC[C@H](c2ccccc2)N1CCCCC1CCCCC1 | 0.8% | -8
O=C(/C=C/Nc1cccc(C(F)(F)F)c1)c1ccc(Oc2ncccn2)cc1 | . | 11
COc1cc(C2NC(=O)NC(c3ccccc3)=C2C(C)=O)ccc1OCC#N (stereo not given) | 3.4% | -7
CCOC(=O)C1CCN(C(=O)CCCOc2ccccc2)CC1 | -6.0% | .
COc1ccc(CNc2oc(-c3cccc4ccccc34)nc2C#N)cc1 | 2.1% | 62
COC(=O)C1=C(N)OC2=C(C(=O)CC(C)(C)C2)C1c1ccccc1OC (stereo not given) | . | -7
Clc1ccccc1CSc1ncccn1 | -2.1% | .
Cc1c(Cl)cccc1NC(=S)NCCc1ccc(S(N)(=O)=O)cc1 | -3.6% | 9
Nc1ccc([N+](=O)[O-])cc1C(=O)NNC(=O)c1ccco1 | -3.0% | 9
O=C(CC1CCCCC1)Nc1nc2ccccc2s1 | 1.6% | 7

# Later entries
canonical_smiles | M. tuberculosis GlmU | Mtb RmlCD inh
O=c1cc(-c2c(F)c(F)c(F)c(F)c2F)oc2ccccc12 | -1.4% | 6
O=C(CNC(=O)c1ccc(Br)cc1)NCC(=O)OCC(=O)c1ccccc1 | -8.3% | 4
Cc1cc(NCCCn2ccnc2)n2ncc(-c3ccccc3)c2n1 | -3.0% | -5
CCOc1ccc(Nc2nc3c(c(=O)[nH]2)CCCC3)cc1 | -4.9% | -8
CC(C)c1ccc(/C=c2\sc3nc(-c4ccncc4)nn3c2=O)cc1 | 2.6% | 5
Cc1ccc(/C=N/Nc2cc(C)nc(NCc3ccccc3)n2)cc1 | -6.2% | -1
Cc1cc(C(=O)N2CCC(C(=O)O)CC2)c(C(F)(F)F)o1 | 0.0% | 17
CCS(=O)(=O)Nc1ccc(C2=NN(C(=O)c3ccco3)C(c3ccc(C)cc3)C2)cc1 (stereo not given) | -0.1% | -1
CC(=O)Nc1ccc(S(=O)(=O)NC2CCS(=O)(=O)C2)cc1Cl (stereo not given) | 2.5% | .
COc1ccc(NC(=O)C(=O)NCCCO)cc1Cl | -2.8% | .
O=C(NCCc1nc2ccccc2[nH]1)/C(=C/c1ccco1)NC(=O)c1ccco1 | -4.3% | 8
Cc1ccc(C(=O)C2CN(C)CC2C(=O)c2ccc(C)cc2)cc1 (stereo not given) | -2.4% | 7

# Further records:
canonical_smiles | M. tuberculosis GlmU | Mtb RmlCD inh
Nc1nonc1C(=O)NCCNC(=O)c1cccs1 | 3.8% | .
O=C(Nc1cccnc1)C1CCN(S(=O)(=O)c2cccs2)CC1 | -2.3% | 12
Cc1ccccc1Nc1nc(N)nc(CSc2nnc(C)n2C)n1 | 3.1% | 5
COc1ccc(C(=O)/C=C/C(=O)N(Cc2ccccc2OC)C(C(=O)NC2CCCCC2)c2ccncc2)c(O)c1 (stereo not given) | -0.7% | 2
Cc1nn(Cc2ccccc2)c(Cl)c1C(=O)NCCc1ccccc1 | -2.5% | 6
CN(Cc1ccccc1)c1oc(COc2ccccc2F)nc1C#N | 5.6% | 3
COc1ccc(/C=N/OCC(=O)N(Cc2ccc(OC)cc2)c2ccccc2C(=O)O)cc1 | 2.5% | .
Cc1nccn1CCC1CCCCN1C(=O)CCc1nnc(-c2ccsc2)o1 (stereo not given) | -0.5% | .
Cc1nn2c(Nc3ccc(F)cc3)c3c(nc2c1-c1ccccc1)CCC3 | -1.6% | -4
O=C(CCCSc1nc(-c2ccco2)cc(C(F)(F)F)n1)Nc1ccc2c(c1)OCO2 | 0.0% | 86
Cc1cc2oc(=O)cc(CN3CCN(S(=O)(=O)c4cccs4)CC3)c2cc1C | 0.8% | 2
CCOC(=O)N1CCC(NC(=O)Cn2nc(-c3ccccc3)ccc2=O)CC1 | -2.9% | .

# Shown field by field: entries from further up
> Cc1cc(C(=O)N2CCC(C(=O)O)CC2)c(C(F)(F)F)o1
- M. tuberculosis GlmU: 0.0%
- Mtb RmlCD inh: 17
> COCC(=O)Nc1nc(-c2ccccc2)c(C)s1
- M. tuberculosis GlmU: 3.3%
- Mtb RmlCD inh: .
> Clc1ccccc1CSc1ncccn1
- M. tuberculosis GlmU: -2.1%
- Mtb RmlCD inh: .

# (list continues)
canonical_smiles | M. tuberculosis GlmU | Mtb RmlCD inh
CCc1ccccc1NC(=O)c1cc2ncc(Br)cn2n1 | 3.5% | -9
O=C(C1CCCCC1)N(Cc1ccccc1)c1ccccn1 | . | 3
O=C(CSc1nc(-c2ccccc2)nn1C(=O)c1ccccc1)Nc1cccc([N+](=O)[O-])c1 | 3.6% | -4
O=C(NCc1nc2ccccc2[nH]1)C1=C[C@H](c2coc3ccccc3c2=O)C[C@H](OCc2ccc(CO)cc2)O1 | 2.9% | .
O=C(NCC1CCCO1)c1ccc(COc2ccc(Cl)cc2)cc1 (stereo not given) | -10% | -4
CCn1cc(C(=O)NCCCN2CCCCCC2)c(=O)c2cc(S(=O)(=O)N3CCc4ccccc4C3)ccc21 | -9.0% | -11
CCOC(=O)C(C(C)=O)C(c1ccc(OC)cc1)C(C(C)=O)C(=O)OCC (stereo not given) | 0.3% | .
CC(NC(=O)C(Cc1ccccc1)n1cccc1)c1ccccc1 (stereo not given) | 1.9% | 4
CC(=O)c1c(C)[nH]c(C)c1C(C)=O | 5.5% | .
COCCN(Cc1cc2cc3c(cc2nc1Cl)OCO3)C(=O)c1ccc(C)cc1 | 2.1% | -13
COC(=O)c1cc(-n2cccc2)ccc1N1CCOCC1 | 1.3% | -2
N#C/C(=C/c1ccc(O)c([N+](=O)[O-])c1)C(=O)Nc1ccccc1 | 2.3% | -4

# Looked up above:
# CC(=O)c1c(C)[nH]c(C)c1C(C)=O in M. tuberculosis GlmU is entered as 5.5%
# N#C/C(=C/c1ccc(O)c([N+](=O)[O-])c1)C(=O)Nc1ccccc1 in M. tuberculosis GlmU is entered as 2.3%
# COCCN(Cc1cc2cc3c(cc2nc1Cl)OCO3)C(=O)c1ccc(C)cc1 in M. tuberculosis GlmU is entered as 2.1%
# CCc1ccccc1NC(=O)c1cc2ncc(Br)cn2n1 in M. tuberculosis GlmU is entered as 3.5%
# O=C(CSc1nc(-c2ccccc2)nn1C(=O)c1ccccc1)Nc1cccc([N+](=O)[O-])c1 in M. tuberculosis GlmU is entered as 3.6%

# Carrying on.
canonical_smiles | M. tuberculosis GlmU | Mtb RmlCD inh
O=C(c1ccco1)N1CCN(CC(=O)N2c3ccccc3CCc3ccccc32)CC1 | 1.3% | 3
O=C(O)Cn1c(SCc2cccc3ccccc23)nc2ccccc21 | 2.1% | 0
Cc1ccc(C(=O)O/N=C2\CCSc3ccc(C)cc32)cc1 | -4.2% | 8
O=C(N=c1ccn(-c2nc3ccccc3nc2NS(=O)(=O)c2ccccc2)cc1)c1cccs1 | 11% | 1
CC(C)CC(=O)NCC(C)NC(=O)CC(C)C (stereo not given) | -2.1% | 7
COc1ccccc1NC(=S)Nc1ccccc1F | 3.5% | 1
COCCNC(=O)COc1cccc2c1OC(C)(C)C2 | -5.3% | 3
Cc1ccccc1OCc1nnc2c3cnn(C)c3ncn12 | 5.3% | -3
